Assay outcomes (PubChem)
mABHD4 FP – inhibitors of mouse ABHD4 | hit rate 0.54% among 370,000 | AID 720543 | purified mABHD4, FP-Rh probe fluorescence polarization | inhibition, % at 8.92 µM | Q8VD66;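 active = inhibition exceeding the mean over every tested compound plus 3 SD, cut at about 30% in these data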;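 also: 0% = plate median of compound wells and 100% = S159A mutant with DMSO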
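Test system: mABHD4 protein | Buffer or medium: HEPES pH 7.0 buffer, 150 mM NaCl, 0.01% Pluronic F-127 | Probe or stimulus: FP-Rh fluorescent activity-based probe, added after compound pre-incubation | Timing: Pre-incubation 45 min, probe exposure 60 min, at 25 °C | Technique: Fluorescence polarization, excitation 525 nm, emission 598 nm, BODIPY TMR filters | Repeats: Single well per compound (singlicate)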
rCAG binder – molecules binding r(CAG) RNA repeats; r(CAG) RNA repeat, TO-PRO-1 dye displacement fluorescence; inhibition, % at 3 µM; hit rate 1.3% among 370,000; AID 651821;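 active = inhibition above the plate cutoff, the mean of all test compounds on that plate plus 3 SD, cut at about 35% in these data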;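 also: 0% = DMSO alone and 100% = 100 µM mitoxantrone as full dye displacement; higher means more dye released from RNA so lower well fluorescence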
TCR CD3 inh – human TCR-CD3 binding inhibition | TAMRA-labeled TCR probe fluorescence, biochemical | AID 651800 | hit rate 0.37% among 360,000 | inhibition, % at 9.4 µM; in the data active = inhibition above about 19%;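 also: recombinant mutant TCR 2C K166C tagged with TAMRA read by polarization; 0% = receptor in buffer alone and 100% = receptor with positive control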
MBD2 inh – blocks human MBD2 binding to methylated DNA. inhibition, % at 4.4 µM. Q9UBB5. hit rate 0.31% among 370,000. AID 686964. TR-FRET, MBD2 binding to methylated oligonucleotide; in the data active = inhibition above about 13%
NPR2 activator – GC-B (human) receptor activation; hit rate 0.11% among 370,000; P20594; HEK293-GC-B cells, CNP EC30, cGMP TR-FRET; 0% at EC30 CNP, 100% saturating CNP; AID 1920062; activation, % at 10 µM;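 active = activation at 10 µM reaching about 35% in either raw or pattern-adjusted values, limit read from the data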
Target sequence (P20594 whole entry, looked up): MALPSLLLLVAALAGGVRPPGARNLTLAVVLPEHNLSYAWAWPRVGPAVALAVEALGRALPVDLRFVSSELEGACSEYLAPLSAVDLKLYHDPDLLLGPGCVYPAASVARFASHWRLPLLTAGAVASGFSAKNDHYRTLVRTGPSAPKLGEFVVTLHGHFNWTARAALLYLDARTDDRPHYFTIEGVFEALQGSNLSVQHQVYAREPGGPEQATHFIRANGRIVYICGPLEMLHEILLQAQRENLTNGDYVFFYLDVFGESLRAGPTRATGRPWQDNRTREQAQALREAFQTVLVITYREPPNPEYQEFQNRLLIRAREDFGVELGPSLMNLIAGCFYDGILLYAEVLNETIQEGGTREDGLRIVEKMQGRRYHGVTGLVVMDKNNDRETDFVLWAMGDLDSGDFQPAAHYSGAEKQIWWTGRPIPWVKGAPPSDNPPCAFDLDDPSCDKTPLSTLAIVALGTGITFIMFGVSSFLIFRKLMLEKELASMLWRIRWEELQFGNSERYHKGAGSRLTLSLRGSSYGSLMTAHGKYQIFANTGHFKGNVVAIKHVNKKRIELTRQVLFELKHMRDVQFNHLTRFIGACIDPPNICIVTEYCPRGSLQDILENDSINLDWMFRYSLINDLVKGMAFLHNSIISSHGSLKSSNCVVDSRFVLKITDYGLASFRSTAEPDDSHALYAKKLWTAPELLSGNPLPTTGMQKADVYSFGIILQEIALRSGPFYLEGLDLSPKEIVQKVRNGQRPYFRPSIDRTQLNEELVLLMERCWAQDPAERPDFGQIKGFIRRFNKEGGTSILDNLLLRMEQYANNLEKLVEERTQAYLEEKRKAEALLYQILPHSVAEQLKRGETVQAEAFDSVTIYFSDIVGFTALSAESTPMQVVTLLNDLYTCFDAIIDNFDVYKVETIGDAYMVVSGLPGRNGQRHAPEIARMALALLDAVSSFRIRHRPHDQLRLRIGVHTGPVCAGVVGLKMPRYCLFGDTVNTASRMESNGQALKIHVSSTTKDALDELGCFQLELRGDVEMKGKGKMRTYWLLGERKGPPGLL
HTRA1 inhibitor – HTRA1 (human) protease inhibition. recombinant HTRA1, FP-rhodamine activity-based probe, fluorescence polarization. inhibition, % at 5.96 µM. hit rate 0.5% among 340,000. AID 504803; in the data active = inhibition above about 36%;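 also: 0% = enzyme with DMSO and 100% = wells lacking enzyme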
UHRF1 binding – human UHRF1 methylated DNA binding inhibitors; Q96T88; UHRF1 binding to methylated oligo, TR-FRET; inhibition, % at 4.4 µM; hit rate 0.75% among 370,000; AID 687016; in the data active = inhibition above about 21%;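 also: UHRF1 SRA domain binding a hemimethylated CpG hairpin DNA probe; 0% = median of test compound wells and 100% = reference inhibitor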
SIAE primary – blocks human sialic acid acetylesterase | SIAE FP-Rh probe binding, fluorescence polarization | inhibition, % at 9.66 µM | hit rate 0.69% among 370,000;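 active = inhibition above a cutoff: mean of compounds within the control limits plus 3 SD of those, cut at about 17% in these data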;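 also: 0% = plate median of compound wells and 100% = probe without SIAE protein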
PRMT1 FP inh – inhibitors of human PRMT1. recombinant PRMT1, activity-based probe fluorescence polarization. inhibition, % at 2.79 µM. hit rate 1.3% among 370,000. AID 652257;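 active = inhibition above about 21% made by adding two undisclosed values, limit read from the data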
GC-A act – GC-A (human) enzyme activation. P16066. HEK293 GC-A cells, cGMP TR-FRET, EC30 ANP; 0% at EC30 ANP, 100% saturating ANP. activation, % at 10 µM. AID 1671463. hit rate 0.14% among 370,000; in the data active = activation above about 40%
* marks the source's active call; other numbers are inactive results; . = not tested or not shown. These rows are one share of the data; count on the stated rates, not on these rows.

SMILES	mABHD4 FP	rCAG binder	TCR CD3 inh	MBD2 inh	NPR2 activator	HTRA1 inhibitor	UHRF1 binding	SIAE primary	PRMT1 FP inh	GC-A act
CC(C)C1C(c2ccccc2)NC(c2ccccc2)CC1(O)c1ccc(F)cc1 (centres undefined)	1	-3	-1	-2	-3	-34	-1	-3	-3	-3
O=C(c1cn(-c2ccccc2)nc1-c1ccncc1)N1CCCCC1	-1	-6	-2	0	0	-1	2	-6	0	-3
CCOC(=O)c1sc(C)c(C(=O)NCCCN2CCOCC2)c1N	1	-4	2	0	3	3	1	0	-2	-1
CCOC(=O)Cn1c(=N)n(CCOc2cccc(C)c2)c2ccccc21	-2	11	2	-6	-13	3	1	1	0	-23
Cc1ccc(OCC(=O)NN2C(=O)c3ccccc3C2=O)cc1	-1	1	3	-2	3	-3	-1	4	1	6
Cc1ccc(-c2nc3c(c(=O)[nH]c(=O)n3Cc3ccccc3)n2Cc2ccccc2)o1	-6	9	7	1	11	-42	3	-6	4	7
CCOC(=O)c1cc(-c2ccccc2)n(CC(=O)Nc2ccc(OC)cc2)c1C	-1	5	2	0	5	-8	2	5	2	2
COc1cccc(CNC(=O)COC(=O)c2ccc(C(=O)c3ccccc3)cc2)c1	-8	0	8	2	1	-13	-1	2	-1	0
CCC(C)(C)NC(=O)C(c1ccc(OC)cc1)N(C(=O)CCC(=O)Nc1cc(C)on1)c1cccc(F)c1 (centres undefined)	-1	-8	6	0	-13	-5	-1	6	-4	-21
CCOC(=O)c1c(NC(=O)C2CC=CCC2C(=O)O)sc(C)c1CC (centres undefined)	2	35*	5	0	-7	1	-1	0	1	-2
CCC(=O)N1CCCC1(C)C(=O)Nc1ccc2scnc2c1 (centres undefined)	-6	0	-16	-5	2	.	2	-1	21	3
CCn1c(=O)oc2cc(NC(=O)CCl)ccc21	-3	-1	0	11	1	7	2	4	-1	3
CC(=O)N(c1nnc(-c2ccc(C)cc2)s1)C1CCCC1	5	-2	-1	-7	2	-2	-2	5	-4	1
COc1ccc(O)c(C(=O)c2cnc3c(c2)c(C)nn3CCO)c1	2	3	1	-1	-1	-1	6	4	-3	4
CCOc1ccc(-c2nnc(N)o2)cc1	3	2	6	-4	0	0	-1	-2	1	0
CC1Cc2ccccc2N1C(=O)CSc1nc(-c2ccccc2)cs1 (centres undefined)	-18	0	3	-5	-12	-38	1	-8	2	-9
CCOc1ccc(NC(=O)C(=O)NCC2CCCN2CC)cc1 (centres undefined)	4	-4	-3	4	2	7	0	2	-2	3
CC(C)(C)c1ccc(C(=O)Nc2ccc(O)c3c(=O)cc(-c4ccccc4Cl)oc23)cc1	-2	3	-5	1	2	-2	4	-3	1	0
O=C(CSc1nnc(Nc2ccccc2)s1)NCc1ccco1	-4	5	-6	1	-8	1	-1	-5	0	-2
CN(c1ccccc1)S(=O)(=O)c1cccc(NS(=O)(=O)c2ccc(/C=C/C(=O)O)cc2)c1	-12	18	1	-1	0	0	0	0	4	-1
O=C(Nc1ccc2c(c1)OCCO2)c1coc2ccccc2c1=O	0	6	7	0	-5	-3	-4	8	-2	0
O=c1oc2ccccc2c(NC(c2ccccc2)c2ccccc2)c1[N+](=O)[O-]	9	7	-3	3	-23	-35	1	-5	1	-28
CCn1c(SCC(N)=O)nnc1-c1cc2c(C)nn(-c3ccccc3)c2s1	-4	2	2	-1	0	-7	3	-17	2	9
CC12Cc3ccc4ccccc4c3C=C1C[N+](C)(C)C2 (centres undefined)	3	1	-5	-5	8	-2	3	4	0	5
Cc1ccc(NC(=Nc2ccc(Br)cc2)N2CCOCC2)cc1C	0	-4	-4	-2	-7	-3	2	18*	-8	-25
SMILES	mABHD4 FP	rCAG binder	TCR CD3 inh	MBD2 inh	NPR2 activator	HTRA1 inhibitor	UHRF1 binding	SIAE primary	PRMT1 FP inh	GC-A act
CCN(Cc1nc(-c2cccc(C)c2)no1)C(=O)c1ccc2c(c1)OCO2	-9	-5	14	-4	4	-9	1	-3	2	-1
Cc1ccc(OCC(O)CN2CCOCC2)cc1C (centres undefined)	1	-5	7	-3	-2	2	-2	6	-2	1
O=C(c1ccccc1)c1ccc(N2CCOCC2)cc1	-9	0	-3	-5	-2	-3	2	9	-5	2
Cc1ccc(C(c2nnnn2C(C)(C)C)N2CCC(C)CC2)cc1 (centres undefined)	2	-6	1	6	-19	-4	1	1	-1	-25
Cc1ccc2oc3c(c(=O)c2c1)C(c1cccc(Cl)c1)N(CCCN1CCOCC1)C3=O (centres undefined)	4	4	10	2	-7	-7	0	0	4	2
Cc1nc(CN2CCC(c3ccccc3)CC2)cc(=O)[nH]1	6	-8	-9	4	-7	.	1	3	0	2
COc1ccc(OC)c(NC2c3ccccc3C(=O)N2c2cccnc2)c1 (centres undefined)	6	4	-8	1	-13	4	0	3	8	-17
CCCCc1ccc(C2C3=C(CC(C)(C)CC3=O)NC3=C2C(=O)c2ccccc23)cc1 (centres undefined)	16	-1	2	-1	6	11	0	19*	-1	-8
CCN(CC)CCCN1C(=O)C(O)=C(C(=O)c2cc3ccccc3o2)C1c1ccccn1 (centres undefined)	-7	4	8	3	1	5	0	-1	1	7
CCOc1ccc(-c2nnc(-c3ccncc3)o2)cc1OCC	8	-4	-5	-7	4	-4	0	-4	-1	2
COC(=O)C1=C(C)N(Cc2ccccc2)C(=NCc2ccc(OC)cc2)N[C@H]1c1ccccc1	7	10	-1	0	-16	-18	3	2	0	-10
COC(=O)[C@]12C[C@H](CC(=O)NCCC(C)C)C(=O)N(Cc3cccc4ccccc34)C1=C[C@H](C(C)(C)C)O[C@@H]2C	-12	8	.	5	-12	.	5	-3	3	-3
O=C(NCCOc1ccccc1F)c1ccc2c(=O)n3c(nc2c1)CCC3	-9	3	1	2	2	-48	12	-15	0	2
CN(C)/C=N/C1=C(C#N)C(c2ccc(Br)cc2)c2ccc3ccccc3c2O1 (centres undefined)	-14	11	-2	-1	4	-18	0	-8	2	6
COc1ccccc1NC(=O)C(=O)NNS(=O)(=O)c1ccc2ccccc2c1	2	38*	3	1	-6	-10	-2	1	2	4
CCc1c(C)sc(NC(=O)c2cnn3cccnc23)c1C#N	5	3	2	-4	0	0	-2	-7	3	-5
COc1ccc(CN(C)CCCn2cnc(C(=O)Nc3ccc(C)c(C)c3)n2)cc1OC	5	-2	4	1	0	5	-2	-1	-3	-1
OC1COC(O)C(O)C1O (centres undefined)	2	3	9	-1	2	-1	0	-4	-5	-3
O=C(O)CCc1ncc(C(F)(F)F)cc1Cl	-12	4	-7	9	-2	2	7	0	4	5
Cc1cccc(NC(=O)CCCN2C(=O)c3cccc4cccc(c34)C2=O)c1	1	1	5	-2	-5	0	-1	3	-3	-7
COc1cccc2sc(N(C)c3ccccc3)nc12	6	-3	1	2	-9	-3	0	-3	-1	-4
NS(=O)(=O)c1ccc(CCNC(=O)CSc2nc3ccccc3c(=O)n2CC2CCCO2)cc1 (centres undefined)	-9	-1	-5	-3	1	3	1	0	5	-5
COC(=O)Cn1c(C(O)c2ccccc2)nc2ccccc21 (centres undefined)	3	-2	-5	0	-1	6	1	1	3	0
Cc1ccc(C)c(OCC(=O)N/N=C/c2ccsc2)c1	-6	-3	3	-5	0	-1	-3	1	2	0
COc1cccc(C(=O)OC2CCCN(C)C2)c1 (centres undefined)	-1	-2	8	2	6	-5	-1	0	-2	2

Profiles, quoted from the list. Screens in order: mABHD4 FP, rCAG binder, TCR CD3 inh, MBD2 inh, NPR2 activator, HTRA1 inhibitor, UHRF1 binding, SIAE primary, PRMT1 FP inh, GC-A act
CCN(Cc1nc(-c2cccc(C)c2)no1)C(=O)c1ccc2c(c1)OCO2 is entered as -9, -5, 14, -4, 4, -9, 1, -3, 2, -1
COC(=O)[C@]12C[C@H](CC(=O)NCCC(C)C)C(=O)N(Cc3cccc4ccccc34)C1=C[C@H](C(C)(C)C)O[C@@H]2C is entered as -12, 8, ., 5, -12, ., 5, -3, 3, -3
COc1ccc(OC)c(NC2c3ccccc3C(=O)N2c2cccnc2)c1 (centres undefined) is entered as 6, 4, -8, 1, -13, 4, 0, 3, 8, -17
CCOc1ccc(-c2nnc(-c3ccncc3)o2)cc1OCC is entered as 8, -4, -5, -7, 4, -4, 0, -4, -1, 2
Cc1ccc2oc3c(c(=O)c2c1)C(c1cccc(Cl)c1)N(CCCN1CCOCC1)C3=O (centres undefined) is entered as 4, 4, 10, 2, -7, -7, 0, 0, 4, 2

The listing continues.
SMILES	mABHD4 FP	rCAG binder	TCR CD3 inh	MBD2 inh	NPR2 activator	HTRA1 inhibitor	UHRF1 binding	SIAE primary	PRMT1 FP inh	GC-A act
Cc1ccccc1OCC(=O)NNC(=O)C1CCN(c2ncnc3sc(C)c(C)c23)CC1	2	-3	-4	-5	-15	-15	1	-5	2	-28
O=C(Nc1ccc(OCC(=O)N2CCOCC2)cc1)Nc1cccc2ccccc12	-1	-1	6	-5	-1	-10	0	4	0	1
COc1ccc(CCNC(=O)[C@H](C)N2C(=O)N3CCc4c([nH]c5ccccc45)[C@@]3(C)C2=O)cc1	2	-2	12	-5	-8	-10	-2	5	-5	2
Fc1ccc(N2CCN(c3nc(CN4CCOCC4)nc4scc(-c5ccccc5)c34)CC2)cc1	1	3	-8	1	0	-21	0	0	6	-13
CC(C)C[C@H](NC(=O)N1CC(=O)Nc2ccccc21)C(=O)N[C@@H](C(=O)O)c1ccccc1	8	3	5	-1	6	-2	-2	3	-1	0
Cc1nc(N)sc1-c1ccccc1	-3	5	-3	0	0	3	5	1	5	-3
CC[n+]1ccc(/C=C/c2ccc(N(C)C)cc2)c2ccccc21	-139	21	-31	-2	-84	-17	2	-68	7	-90
Cc1ccc(CNS(=O)(=O)c2c(C)n(C)c(=O)n(C)c2=O)cc1	-4	-1	-8	5	1	2	0	-4	6	-2
CCN1CCN(C(=S)c2ccc(Cl)c(Cl)c2)CC1	-2	-6	-3	-2	5	-6	6	2	63*	1
CCOc1ncccc1C(=O)N(CC)CC(=O)Nc1ccc(NC(C)=O)cc1	6	-1	-3	0	4	3	3	-1	2	3
Cc1ccc(C)c(NC(=O)CCCCCN2C(=O)[C@@H]3Cc4ccccc4CN3C2=O)c1	2	-7	4	1	4	-1	11	-6	3	2
COC(=O)c1ccc(NC(=O)CSc2nc(=O)n3cccc(C)c3n2)cc1	2	6	9	-5	5	-2	2	6	-3	3
COc1ccc(S(=O)(=O)Cc2ccc(C(=O)N3CCOCC3)o2)cc1	-1	0	6	-3	-2	-3	1	-8	-2	0
CCCC1(C(=O)OCC)NC(c2cc(OC)c(OC)c(OC)c2)C2C(=O)N(CC)C(=O)C21 (centres undefined)	4	0	1	2	0	2	-3	3	-2	5
FC(F)(F)c1ccccc1Cc1c(C2CCCCC2)nc2ccc(Br)cn12	-2	5	-4	4	-10	.	4	-3	4	-2
CCOc1ccc(C2C(C(=O)OC)=CN(CCOC)C=C2C(=O)OC)cc1	-1	-7	-7	0	8	0	0	5	-1	1
O=C(NCC1CCN(Cc2ccccc2F)CC1)Nc1ccccc1F	-1	-6	12	-4	2	6	1	8	-5	3
Cc1ccc(NC(=O)CN(C)C(=O)C(C)OC(=O)CNC(=O)c2ccc(Cl)c([N+](=O)[O-])c2)cc1 (centres undefined)	-9	3	-6	0	-4	-2	4	-1	-4	-2
Cc1cc(C)n2nc(CC(=O)NCc3ccc(F)cc3)nc2n1	5	-1	7	2	1	8	99*	6	0	2
COc1ccc(N2CCN(C(=O)C3Cc4ccccc4CN3C(=O)c3ccco3)CC2)cc1 (centres undefined)	3	3	-2	-7	-1	5	2	2	3	-4
O=C(O)CN1CCCCCC1=O	2	1	2	-1	-7	2	0	-6	1	2
O=c1ccc2cc(S(=O)(=O)NCCCc3ccccc3)ccc2[nH]1	-9	4	2	9	0	5	4	-6	4	-8
